TCR act – activators of T cell receptors | Potency, µM (series often up to 9.22 µM), inactives show at the highest dose activation of IL-2 secretion, hits mostly activators | 330,000 tested, under 10 active | primary human leukocytes, anti-CD3, IL-2 HTRF, 48 h; also: % of control where 0% means no effect
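1) Mix primary human leukocytes, a-CD3 beads and compound. 2) Incubate 48 hr. 3) Add HTRF IL-2 reagents (a-IL-2-K, a-IL-2-d2).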
BCR signal inh – blocks chronic active B-cell receptor signaling. Potency, µM (doses to about 46.1 µM), for the others: at the top dose ratio change, negative = lower green/red ratio, most hits filed as inhibitors. 340,000 tested, 0.05% active. ABC-DLBCL IkBa-CBG/CBR reporter, luminescence ratio, 4 h; active = well fitted inhibition curve with a large enough effect in the signal ratio, with a control signal flat, not every such curve was filed as active; inconclusive = small, poorly fitted or top-dose-only effect, or effect the other way, or a change in a side signal; the % refers to the signal ratio;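 also: potency is read from the fitted curve at half-maximal effect; plate controls were basal doxycycline-induced cells for no effect and cells given 10 µM MG132 for full effect; MG132 reads +100%, hits lower the ratio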
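Cell line TMD8 (human ABC DLBCL), stably expressing tet-inducible CBG68-IkBa fusion and CBR; IMDM/0.5% FBS; cpd up to 46 uM; dox induction, 4 h, 37C/5% CO2; dual luminescence; green/red ratio; MG132 control.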
Tb PFK block – blocks T. brucei phosphofructokinase. T. brucei PFK, ADP-Glo luminescence. Potency, µM (titrated, usually from 57.5 µM), for the others: at the highest dose activity, negative = inhibition, most hits filed as inhibitors. O15648. 330,000 tested, 0.17% active;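 also: potency is read from the fitted curve at half-maximal effect; 0% = uninhibited 1x PFK enzyme wells and -100% = no-enzyme wells; nearly all actives have a fitted effect of over 60% in size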
Target sequence (O15648 whole entry, looked up): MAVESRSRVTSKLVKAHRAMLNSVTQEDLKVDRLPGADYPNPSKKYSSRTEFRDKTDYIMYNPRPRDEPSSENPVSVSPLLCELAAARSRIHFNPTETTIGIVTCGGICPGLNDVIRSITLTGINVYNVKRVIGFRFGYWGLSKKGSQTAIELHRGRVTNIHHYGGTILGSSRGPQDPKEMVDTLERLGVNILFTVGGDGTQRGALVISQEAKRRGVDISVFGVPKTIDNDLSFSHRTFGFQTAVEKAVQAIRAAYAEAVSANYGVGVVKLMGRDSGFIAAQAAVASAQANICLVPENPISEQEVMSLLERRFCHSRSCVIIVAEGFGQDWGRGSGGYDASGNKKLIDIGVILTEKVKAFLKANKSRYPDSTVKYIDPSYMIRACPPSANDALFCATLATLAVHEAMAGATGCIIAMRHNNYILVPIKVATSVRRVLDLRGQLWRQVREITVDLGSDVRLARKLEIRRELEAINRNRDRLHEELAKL
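Compounds were pin-transferred as a titration series up to 57 uM into substrate buffer (0.5 mM F6P, 0.1 mM ATP, pH 8.0), then 1.25 nM PFK was added and reactions ran 45 min before ADP-Glo detection.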
Mito fusion act – mitochondrial division inhibition or fusion activation; S. cerevisiae fusion-defective mutant growth rescue, CellTiterGlo 48 h; Potency, µM (titrated, usually from 46.1 µM), for the others: at the highest dose growth rescue (activation), usual class: activators; 320,000 tested, 0.23% active; AID 485298;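 also: potency is read from the fitted curve at half-maximal effect; % of control where 0% means no effect; nearly all actives have a fitted effect of over 45% in size; temperature-sensitive fusion mutants such as fzo1-1 at 37 °C on non-fermentable ethanol glycerol medium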
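Temperature-sensitive fusion-defective S. cerevisiae (e.g. fzo1-1, mgm1-5) were grown with compound in YPEG medium (3% ethanol, 3% glycerol) for 48 hours at 37C. Growth rescue was measured as viability by CellTiterGlo luminescence after 10 minutes at ambient.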
USP2a inh – USP2a (human) protease inhibition | 330,000 tested, 0.01% active | Potency, µM (series often up to 38.3 µM), inactives show at the top dose activity change, negative = inhibition, actives largely listed as inhibitors | USP2 core, Ub-CHOP2 coupled fluorogenic reporter, 485/531 | O75604;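 also: potency is read from the fitted curve at half-maximal effect; plate controls were DMSO wells for no effect and full inhibition by NEM control for full effect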
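Cell-free coupled assay: 10nM USP2 core preincubated 30min RT with compound in Tris-HCl pH 8.0/CaCl2/CHAPS buffer, then 25nM Ub-CHOP2 and 25nM reporter substrate; fluorescence (Ex 485/Em 531) read after 60min RT, normalized to NEM inhibition, concentration-response curves fitted.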
uPA generation – cell surface uPA generation inhibition; Potency, µM (highest dose often 38.3 µM), for the others: at the top dose activity change, negative = inhibition, usual class: inhibitors; cell surface uPA generation assay, qHTS; 330,000 tested, 0.31% active; active = well fitted inhibition curve with a large enough effect; inconclusive = small, poorly fitted or top-dose-only effect; inactive = no such curve, though single readings can be large or run the other way; tested in mouse RAW 264.7 cells; also: potency is read from the fitted curve at half-maximal effect; % is scaled to controls: 0 for no effect and ±100 for the full control effect; nearly all actives have a fitted effect of over 55% in size
ELG1 DNA repair – ELG1-dependent DNA repair inhibition; HEK293T ELG1-luciferase reporter, luminescence, 16 h; DNA damage induced by 5-fluorouridine; Potency, µM (highest dose often 46.1 µM), without a hit: at the highest dose activity change, negative = inhibition, actives largely listed as inhibitors; 330,000 tested, 2.3% active; also: potency is read from the fitted curve at half-maximal effect; % is scaled to controls: 0 for no effect and ±100 for the full control effect; nearly all actives have a fitted effect of over 55% in size
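Reporter activity after DNA damage by 5-fluorouridine is monitored. Compound-treated cells incubate 16 hr at 37 °C, then ONE-Glo is added for 30 min before luminescence reading.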
TSG101-PTAP inh – blocks PTAP/TSG101 interaction to inhibit HIV-1 budding. Q99816. Potency, µM (series often up to 115 µM), for the others: at the highest dose activity change, negative = inhibition, hits mostly inhibitors. Fluorescence polarization, FITC-PTAP peptide / Tsg101 binding. 340,000 tested, under 10 active; active = well fitted inhibition curve with a large enough effect in the main read-out, with a control signal flat, not every such curve was filed as active; inconclusive = small, poorly fitted or top-dose-only effect, or effect the other way, or a change in a side signal; inactive = no such curve, though single readings can be large or run the other way; also: potency is read from the fitted curve at half-maximal effect; % of control where 0% means no effect
Target sequence (Q99816 whole entry, looked up): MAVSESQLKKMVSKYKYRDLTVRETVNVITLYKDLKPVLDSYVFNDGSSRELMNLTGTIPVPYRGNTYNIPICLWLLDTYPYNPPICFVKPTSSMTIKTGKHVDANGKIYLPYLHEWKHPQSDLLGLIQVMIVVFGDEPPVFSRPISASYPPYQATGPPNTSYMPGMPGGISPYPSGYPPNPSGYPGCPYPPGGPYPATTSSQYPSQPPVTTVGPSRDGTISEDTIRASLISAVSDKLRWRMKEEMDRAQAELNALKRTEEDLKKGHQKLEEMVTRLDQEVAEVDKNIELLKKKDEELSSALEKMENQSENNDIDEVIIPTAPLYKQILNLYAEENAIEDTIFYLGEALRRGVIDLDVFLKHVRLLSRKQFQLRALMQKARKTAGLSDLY
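Fluorescence polarization binding of Tsg101 binding domain (10 uM final) to FITC-labeled PTAP peptide (50 nM final) in HEPES pH 7.5 buffer with NaCl, Tween 20, EDTA, TCEP. Compounds added before peptide; binding 20 min at RT.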
TSHR antagonist – blocks TSH signaling through the human TSH receptor; TSHR-expressing cells, TSH-stimulated cAMP HTRF, 2 h; hits give low values; 330,000 tested, 0.2% active; AID 504810; activity change, negative = inhibition, % at 11.5 µM; P16473;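 active = activity change below a set negative limit, meaning inhibition stronger than a set level, cut at about -70% in these data; inconclusive = activity change between two set negative limits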; also: % is scaled to controls: 0 for no effect and ±100 for the full control effect
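Freshly harvested TSHR cells receive pin-tooled compound, then EC80 TSH at 4nM final. After 2 hours at 37 deg C, antibody in lysis buffer and cAMP-d2 are added; 30 minutes at ambient temperature precede the HTRF read.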
B2AR arrestin – agonists driving beta-arrestin recruitment to human beta2-adrenergic receptor; beta-arrestin recruitment to beta2AR, cell-based reporter; Potency, µM (highest dose often 46.1 µM), for the others: at the highest dose activation, actives largely listed as activators; 330,000 tested, 0.02% active; AID 492947;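 also: potency is read from the fitted curve at half-maximal effect; 0% = DMSO controls and full agonism = EC100 isoproterenol or metaproterenol; nearly all actives have a fitted effect of over 65% in size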
Eya2 phos inh – Eya2 (human) phosphatase inhibition; recombinant Eya2, OMFP fluorescence dephosphorylation (OMFP is methylfluorescein phosphate); Potency, µM (doses to about 76.9 µM), without a hit: top-dose activity, negative = inhibition, actives largely listed as inhibitors; 330,000 tested, 0.006% active; AID 488837; also: potency is read from the fitted curve at half-maximal effect; % is scaled to controls: 0 for no effect and ±100 for the full control effect
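Eya2 (0.2 uM) preincubated 10 min at ambient with compound, then OMFP substrate added at 50 uM; 10 min reaction in 50 mM HEPES pH 7.5, 50 mM NaCl, 5 uM MgCl2, 0.05% BSA, 1 mM DTT. Fluorescence read at Ex 485/Em 525 nm.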
An asterisk follows results filed as active; ? = inconclusive; . = no result given; [ ] = dose if it differs, or a comment. Unless noted, calls follow the shape of the dose curve; as a rule, active = well fitted curve in the direction sought with a large enough effect; inconclusive = small, poorly fitted or top-dose-only effect, or another doubt; inactive = no such curve, though single readings can be large; an effect the other way counts as inactive or inconclusive.

SMILES	TCR act	BCR signal inh	Tb PFK block	Mito fusion act	USP2a inh	uPA generation	ELG1 DNA repair	TSG101-PTAP inh	TSHR antagonist	B2AR arrestin	Eya2 phos inh
Cc1nc2ccccc2nc1OCC(=O)Nc1cc(C(F)(F)F)ccc1N1CCOCC1	2%	-18%	8%	-4%	3%	-4%	-18%	0%	2	0.1%	-3%
N#CC1(NC(=O)COC(=O)c2ncc(Cl)c(Cl)c2Cl)CCCCC1	1%	5%	0%	0%	3%	-7%	12%	-4%	-4	0.2%	1%
CCOP(=O)(OCC)C(NC(=O)/C=C/c1ccc(OC)cc1)c1ccccc1 (configuration not stated)	1%	0%	-2%	7%	0%	-3%	-6%	0%	4	-0.2%	9%
CCOc1ccc(N(CC(=O)NCCC2=CCCCC2)S(=O)(=O)c2ccccc2)cc1	-8%	-1%	-2%	3%	0%	0%	-4%	-3%	13	-1.0%	-8%
COc1ccccc1CNCC(=O)Nc1cc(S(=O)(=O)N2CCOCC2)ccc1Cl	3%	1%	0%	-3%	-1%	-3%	21µM*	-2%	-16	-0.1%	12%
Cc1c(C(=O)N2CCN(c3ccccc3)CC2)sc2ncnc(N3CCC(C)CC3)c12	.	3%	0%	?	0%	.	7%	.	-18	0.3%	0%
Cc1ccc(C)c(CN2CCSCC2)c1	-11%	5%	-3%	2%	0%	0%	-1%	2%	-8	-0.2%	-1%
COc1ccc(C(F)(F)F)cc1N/C=C/c1nnnn1-c1ccc(C)cc1	-4%	?	-12%	5%	-1%	0%	5%	-2%	-14	-0.5%	-30%
COc1ccc(-c2csc(N(Cc3ccccc3)C(=O)COc3ccc(Cl)cc3)n2)cc1	1%	0%	-5%	-3%	3%	-2%	?	-1%	12	-0.5%	15%
COc1ccc(S(=O)(=O)N2CCC(C(=O)Nc3cccc(C(C)=O)c3)CC2)cc1C	-3%	-1%	21%	-9%	2%	.	?	-6%	2	-0.6%	3%
COC(=O)c1ccc(S(=O)(=O)N2CCCC2)o1	-4%	0%	16%	-2%	1%	-7%	-1%	0%	11	0.2%	-4%
COc1ccc(Cl)cc1-c1n[nH]c(=S)n1C	0%	-3%	0%	-2%	-4%	8%	-21%	-8%	24	1.6%	0%
CC1(C)Cc2nc(-c3ccccc3)nc(SCC(=O)N3CCOCC3)c2CO1	1%	0%	0%	0%	1%	-1%	-3%	-3%	-11	-0.3%	4%
COCc1cc(C)nc(Sc2nc3c(c(=O)n(C)c(=O)n3C)n2C)c1C#N	2%	?	8%	8%	2%	7%	0%	-1%	17	0.4%	12%
O=S(=O)(c1ccccc1)N1CCN(c2ncnc3sc(-c4ccccc4)cc23)CC1	-3%	-3%	-2%	6%	0%	4%	?	-1%	-5	-0.4%	-9%
COC(=O)C(NC(=O)c1ccco1)(Nc1nc(C)cs1)C(F)(F)F (configuration not stated)	3%	?	1%	-1%	2%	2%	-7%	-1%	8	-0.5%	9%
O=C(Nc1nccs1)c1cccc(S(=O)(=O)N2CCOCC2)c1	-1%	5%	-2%	-1%	0%	-5%	-25%	0%	-1	-0.1%	-13%
CCCCNC(=O)c1ccc(/C=C2\Oc3ccccc3N(C)C2=O)cc1	0%	-22%	0%	11%	-6%	0%	7%	-1%	-9	-0.1%	10%
c1ccc(COc2cccc(CN3CCc4ccccc4C3)c2)cc1	-1%	-4%	-13%	-1%	-1%	3%	4%	-3%	20	-0.1%	-29%
COc1cccc(CNC(=O)Cn2ccc3cc(S(=O)(=O)N4CCCC4)ccc32)c1OC	-4%	8%	-4%	-2%	1%	1%	-24%	-8%	3	-0.1%	2%
COc1cccc(-c2cc(C(=O)NC3CC3)c3ccccc3n2)c1	0%	6%	0%	-2%	1%	-3%	-22%	-4%	1	0.0%	5%
O=C(C1CC1)N1CCc2cc(S(=O)(=O)N(CCO)Cc3ccccc3)ccc21	7%[46.1 µM]	?	3%	13%	-3%	-2%	?	-1%	-3	0.2%	-1%
Cc1cc(C)cc(NC(=O)CN2CCN(CCN=CC3=C(O)CC(C)(C)CC3=O)CC2)c1	1%[46.1 µM]	4%	3%	0%	-1%	2%	13%	-1%	-2	-1.4%	-7%
O=C(N1CCN(c2ccccn2)CC1)N1c2ccccc2Sc2ccccc21	-46%	?	2%	11µM*	1%	.	0%	-7%	1	-0.1%	-4%
CCOC(=O)C1C(=O)NC(N2CCN(Cc3ccccc3)CC2)=NC1c1ccco1 (configuration not stated)	-11%	8%	-2%	1%	-1%	.	1%	-1%	10	-0.3%	-3%
Further records follow.
SMILES	TCR act	BCR signal inh	Tb PFK block	Mito fusion act	USP2a inh	uPA generation	ELG1 DNA repair	TSG101-PTAP inh	TSHR antagonist	B2AR arrestin	Eya2 phos inh
O=C(O)c1ccc2c(c1)C(=O)N(C(Cc1ccccc1)C(=O)O)C2=O (configuration not stated)	-8%	-1%	1%	-1%	-4%	-9%	20%	-4%	15	0.3%	9%
CCCCN(CCCC)CCCNC(=O)c1ccc2nc(-c3ccccc3NC(C)=O)c(=O)[nH]c2c1	-2%	4%	2%	0%	7%	-4%	-5%	-2%	-9	0.5%	0%
Cc1c(C(=O)N2CCN(C3CCS(=O)(=O)C3)CC2)oc2c(F)cccc12 (configuration not stated)	5%	0%	-1%	-3%	-1%	-8%	22%	0%	23	0.3%	-9%
CCC(C)N(C(=O)CSc1ccc(NC(C)=O)cc1)C1CCS(=O)(=O)C1 (configuration not stated)	0%	0%	-6%	-1%	0%	-1%	-12%	1%	-4	0.0%	-2%
Nc1nc(Cl)cc(N2CCCC2)n1	6%	12%	-5%	12%	1%	-17%	?	2%	-4	-1.4%	4%
CCS(=O)(=O)N1CCN(C(=O)c2cccs2)CC1	-2%	4%	-2%	-1%	0%	3%	1%	-5%	-7	-0.8%	8%
CCOC(=O)CN(C(=O)CSc1nnc(C)n1-c1ccccc1)c1ccccc1	5%	1%	0%	-4%	0%	-1%	-9%	2%	0	-2.1%	25%
CCOC(=O)c1c(C)c(C)n(Cc2cccc(OC)c2OC)c1C	.	-5%	5%	17%	-1%	6%	0%	-1%	2	-0.2%	-12%
O=C(O)c1ccc(/C=C2/SC(=S)N(Cc3ccccc3)C2=O)cc1	4%	2%	0%	5%	7%	-4%	-3%	-3%	-31	0.3%	11%
CCN(CC)CCCNc1oc(/C=C/c2ccccc2)nc1C#N	-8%	4%	0%	-4%	-8%	-3%	?	-3%	20	-0.7%	5%
Cc1ccc2c(c1)sc1nc(=O)n(-c3cccc(Cl)c3)c(=O)n12	0%	?	0%	7%	1%	0%	?	-5%	-7	-0.1%	10%
Cn1c(=O)c2c(nc(CN3CCCCC3)n2Cc2c(F)cccc2Cl)n(C)c1=O	-2%	?	1%	-7%	4%	1%	3%	1%	2	0.2%	-3%
O=C(NC1CCCC1)c1ccc(CS(=O)(=O)Cc2ccccc2F)o1	9%	2%	-3%	1%	0%	?	?	-6%	-1	-1.0%	11%
CCn1cc(CNCc2ccc(OCC(O)CN(C)Cc3ccccc3)cc2)cn1 (configuration not stated)	-3%	-12%	1%	-1%	-2%	-3%	-6%	0%	2	0.4%	-3%
COc1cccc(C2C(C#N)=C(C)NC3=C2C(=O)CC(C)(C)C3)c1 (configuration not stated)	-2%[46.1 µM]	3%	-6%	1%	4%	-2%	-4%	1%	5	-1.9%	-3%
Clc1ccc(Cc2ccc(SCc3ccccc3)nn2)c(Cl)c1	-2%	18%	0%	-1%	-4%	2%	-1%	-3%	-10	0.3%	-2%
COCCN(C(=O)CSc1nnc(-c2ccccc2F)o1)c1c(N)n(CC(C)C)c(=O)[nH]c1=O	12%	3%	-1%	-2%	0%	1%	7%	-4%	0	0.0%	-35%
Cc1c(C)c2ccc(OC(C)C(=O)NC3CC(C)(C)NC(C)(C)C3)cc2oc1=O (configuration not stated)	-3%	-9%	11%	11%	-2%	-4%	0%	0%	-3	2.3%	4%
CCOc1ncccc1C(=O)Nc1cccc(S(=O)(=O)N2CCOCC2)c1	-2%	?	0%	.	4%	-7%	?	-2%	-5	0.2%	-35%
CN(C)c1ccc(/C=N/n2cnn(Cc3ccccc3Cl)c2=S)cc1	6%	?	-1%	5%	1%	2%	?	0%	-11	0.0%	-9%
